Screening results deposited in PubChem BioAssay by National Center for Advancing Translational Sciences (NCATS).
D3 antag: antagonists of human D3 dopamine receptor | P35462 | D3R cells, DiscoveRx beta-arrestin luminescence, antagonist mode; hits give low values | max response, negative = inhibition, % | 360,000 compounds, 2.5% hits | AID 652054; in the data active = max response below about -50%; inconclusive = no clear call, values can overlap the other calls; note: % is set by controls: 0 for no effect and ±100 for the full control effect; mostly tested at two doses, the higher about 12 µM
Target sequence (P35462 whole entry, looked up): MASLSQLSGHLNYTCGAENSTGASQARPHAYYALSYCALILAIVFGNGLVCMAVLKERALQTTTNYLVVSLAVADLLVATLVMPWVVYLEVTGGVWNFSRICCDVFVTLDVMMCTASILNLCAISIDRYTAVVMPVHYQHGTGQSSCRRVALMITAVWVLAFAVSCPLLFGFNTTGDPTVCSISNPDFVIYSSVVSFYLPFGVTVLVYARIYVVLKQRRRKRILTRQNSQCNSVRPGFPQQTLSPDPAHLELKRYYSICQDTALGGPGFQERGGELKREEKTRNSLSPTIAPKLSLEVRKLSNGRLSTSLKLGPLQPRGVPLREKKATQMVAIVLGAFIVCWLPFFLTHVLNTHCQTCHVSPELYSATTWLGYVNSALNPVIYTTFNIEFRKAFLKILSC
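Cells plated overnight at 1500 cells/well, then exposed to library compounds with dopamine controls for 90 minutes at 37 degrees C. DiscoveRx reagent added for 30–60 minutes at room temperature; luminescence read, quantitative HTS format.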
EPAC2 antagonist: antagonists of human EPAC2. 360,000 compounds, 0.18% hits. Q8WZA2. EPAC2 GEF exchange of Rap1B-BODIPY-GDP, fluorescence. Potency, µM (top dose mostly 114 µM), without a hit: top-dose activity, negative = inhibition, actives largely listed as inhibitors; note: potency is the fitted concentration of half-maximal effect; % is set by controls: 0 for no effect and ±100 for the full control effect; nearly all actives have a fitted effect of over 45% in size; many of its hits are not listed in these tables
TDP43 rescue: TDP-43 toxicity inhibition in yeast | TDP-43 expressing yeast growth rescue, BacTiter-Glo, 24 h | Potency, µM (top dose mostly 46.1 µM), without a hit: at the top dose growth rescue (activation), usual class: activators | 410,000 compounds, 1.8% hits | AID 652104; note: potency is the fitted concentration of half-maximal effect; % of control where 0% means no effect; nearly all actives have a fitted effect of over 50% in size
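Readout is BacTiter-Glo luminescence of cell growth, so inhibitors register as activators. TDP-43-expressing yeast at OD600=0.02 in galactose medium, after raffinose pregrowth to mid-log, were incubated with compound for 24 hr at 30 deg C.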
DRD3 agonist: agonists of human D3 dopamine receptor | 410,000 compounds, 0.58% hits | P35462 | AID 652048 | D3R DiscoveRx beta-arrestin cells, luminescence, 90 min | max activation, %; in the data active = max activation above about 30%; note: 0% is about no effect; mostly tested at two doses, the higher about 12 µM
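Agonist mode: compounds and dopamine controls were applied to plated cells for 90 min at 37 degrees C after an overnight attachment at 1500 cells/well. Luminescent read-out followed 30 - 60 minutes at room temperature with DiscoveRx detection reagent.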
FUS suppressor: rescues growth of FUS-expressing yeast; 390,000 compounds, 0.24% hits; Potency, µM (series often up to 76.6 µM), for inactives: at the top dose growth rescue (activation), actives largely listed as activators; S. cerevisiae FUS-expressing, growth rescue, OD600, 24 h;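 note: potency is the fitted concentration of half-maximal effect; plate controls were DMSO vehicle for no effect and reference control for full effect; nearly all actives have a fitted effect of over 55% in size; some results filed as inactive show a strong effect at the top dose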
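Toxicity suppression screen in FUS-yeast. Cells induced with 2% galactose, starting OD 0.005, treated 24hr at 30C with compounds at multiple final concentrations; growth by OD600.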
Abeta yeast res: compounds reversing amyloid beta toxicity in yeast; 410,000 compounds, 0.063% hits; AID 1347071; yeast expressing A-beta42, growth rescue, OD600, 48 h; response scale: 0% DMSO, 100% iron-clioquinol control; Potency, µM (series often up to 46.1 µM), for the others: top-dose growth rescue, actives largely listed as activators; note: potency is the fitted concentration of half-maximal effect; nearly all actives have a fitted effect of over 55% in size
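Yeast growth medium received pinned compounds, then yeast cells expressing toxic A-beta were added; plates incubated at 30 C for 48 hr. Growth read as absorbance at 600 nm, normalized to DMSO and equimolar FeCl3 plus clioquinol controls.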
EPAC2 agonist: EPAC2 (human) agonism; Potency, µM (top dose mostly 154 µM), inactives show at the top dose activation, hits mostly activators; AID 720711; 360,000 compounds, 0.079% hits; Q8WZA2; EPAC2 activation, biochemical qHTS; response scale: 100% = 6.5 mM cAMP response; note: potency is the fitted concentration of half-maximal effect; nearly all actives have a fitted effect of over 50% in size
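Compounds were titrated in qHTS against a Rap1B-BODIPY-GDP (250 nM) complex with EPAC2 (100 nM) and GDP (50 uM). BODIPY-GDP release tracked at 480/540 nm over 30 min at room temperature, normalized to 6.5 mM cAMP.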
aSyn rescue: alpha-synuclein toxicity inhibition in yeast | AID 652106 | Yeast expressing alpha-synuclein, growth rescue, BacTiter-Glo, 24 h | Potency, µM (highest dose often 46.1 µM), without a hit: at the highest dose growth rescue (activation), most hits filed as activators | 370,000 compounds, 0.14% hits; note: potency is the fitted concentration of half-maximal effect; % of control where 0% means no effect; nearly all actives have a fitted effect of over 65% in size
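Galactose-induced alpha-syn yeast (OD600=0.02, raffinose-pregrown) + pinned cpd, 24 hr, 30 deg C; growth by BacTiter-Glo luminescence. Growth restoration scores as activation.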
* hit, by the source's call; ? = inconclusive; . = no result given; [ ] = another dose, or the depositor's remark. Unless noted, calls come from the whole dose curve; as a rule, active = well fitted curve in the direction sought with a large enough effect; inconclusive = small, poorly fitted or top-dose-only effect, or another doubt; inactive = no such curve, though single readings can be large; an effect the other way counts as inactive or inconclusive. These rows are one share of the data, so the mix of outcomes need not match the whole.

SMILES	D3 antag	EPAC2 antagonist	TDP43 rescue	DRD3 agonist	FUS suppressor	Abeta yeast res	EPAC2 agonist	aSyn rescue
CCn1c(=O)c(C(=O)NCCN2CCCCC2)c(O)c2ccccc21	-92.5*	-12.2%	-39.0%[inhibitor]	-12.2	7.8%	-13.7%	7.4%	7.3%
COc1ccc([C@H]2CC(=O)C=C(c3ccc(OC)cc3OC)C2)cc1	3.7	?	0.0%	-41.0	?	3.6%	13.8%	11.9%
Cn1nc(-c2ccccc2F)c2cc(C(=O)Nc3ccc4c(c3)OCCO4)sc21	-13.7	2.3%	15.8µM*	2.0	17.9%	8.4%	6.1%	4.2%
CCN1C(=O)C(O)(CC(=O)c2cc(C)ccc2C)c2ccccc21 (stereo unspecified)	-17.4	-4.7%	7.5%	-1.9	20.0%	21.0%	6.4%	5.2%
Cc1c(Cl)cn2c(=O)cc(CN3CCN(c4ccccc4)CC3)nc2c1Cl	-13.0	2.5%	11.9%	-6.3	-0.6%	-10.3%	1.7%	1.3%
O=C(Cn1ncc2c3ccccc3n(Cc3ccc(Cl)cc3)c2c1=O)NCCC1=CCCCC1	.	.	3.0%[9.22 µM]	5.9	-15.6%	8.3%	.	.
O=C1CCCc2nc(N3CCc4ccccc43)ncc21	16.1	-13.3%	-4.2%	-7.1	?	-20.6%	-10.3%	-1.0%
CN1CCc2c(sc3nc(SCC(N)=O)n(-c4ccc(Cl)cc4)c(=O)c23)C1	-3.8	-7.1%	-8.0%	0.8	37.3%	0.0%	0.8%	0.9%
CCCCCC(=O)Nc1nc2ccccc2[nH]1	16.7	22.3%	-0.4%	11.4	22.3%	8.3%	2.5%	-8.8%
CC(NC(=O)Nc1ccc(Cl)cc1)c1ccccc1 (stereo unspecified)	-9.2	1.1%	-27.3%	-18.0	-12.8%	-5.1%	5.4%	-20.1%
CCOc1ccc(-n2nc(CO)c(C(=O)NCCCc3ccccc3)n2)cc1	.	.	28.4%	-5.6	17.3%	-1.3%	.	.
CCOC(=O)C(C)(C)Sc1ncnc2nc[nH]c12	1.0	3.8%	4.1%	0.9	12.9%	3.4%	2.7%	-10.1%
CCN(CC)S(=O)(=O)c1ccc(NC(=O)c2cc(=O)[nH]c3ccccc23)cc1	?	-6.5%	.	5.5	16.9%	6.8%	-2.3%	-1.7%
COc1ccc(CNC(=O)c2ccc3c(=O)n(CCCN4CCCC4=O)c(=S)[nH]c3c2)cc1	-11.2	-1.8%	11.3%[9.22 µM]	-11.3	8.9%	-9.8%	22.5%	-1.3%
CCOC(=O)c1c(S(=O)(=O)NCC(=O)Nc2cccc(C)c2C)c(C)n(C)c1C	-5.6	4.0%	-4.3%	-7.2	14.3%	-13.0%	2.0%	1.8%
CC(C)=CCC/C(C)=C/CNC(=O)C[C@H]1C[C@H](C(=O)N2CCOCC2)[C@@]2(C)c3[nH]c4cc(-c5ccco5)ccc4c3CCN2C1=O	-7.6	-9.9%	0.0%	-16.0	?	7.0%	-4.7%	?
CCOC(=O)c1ccc(NC(=O)CC2C(=O)N(c3cccc(OC)c3)C(=O)N2CCOC)cc1 (stereo unspecified)	0.0	1.2%	11.8%	-1.4	-2.9%	3.7%	-23.3%	13.4%
Cc1onc(-c2c(F)cccc2Cl)c1C(=O)N1CCN(c2ncc(Br)cn2)CC1	-3.6	-7.2%	?	-18.3	19.3%	-2.7%	24.5%	8.5%
CCNc1c(NCC)c(=O)c1=O	14.7	-1.4%	4.6%	2.5	7.0%	29.4%	-4.4%	-0.3%
CN1/C(=C/C(=O)c2ccc(Cl)cc2)Sc2cc3c(cc21)OCO3	3.3	-0.7%	?	0.1	-13.1%	-3.9%	-10.2%	-3.3%
CCCN(CCC)CC(O)CN1C(=O)N(CN2C(=O)N(CC(O)CN(CCC)CCC)C(=O)C2(C)C)C(C)(C)C1=O (stereo unspecified)	-1.2	-3.0%	17.3%[9.22 µM]	2.0	13.2%	13.0%	-7.9%	-1.5%
CCOC(=O)c1c(-c2ccco2)csc1N	-16.9	8.7%[57.1 µM]	?	-4.2	25.6%	-16.9%	-3.1%	-2.0%
Cc1ccc([N+](=O)[O-])c2cccnc12	-2.7	7.0%	17.0%	4.3	-11.5%	1.6%	-0.5%	1.7%
O=C1NC(O)CCN1C1CC(O)C(CO)O1 (stereo unspecified)	11.0	3.2%	18.9%	9.3	-17.2%	-13.2%	-0.2%	-0.7%
O=[N+]([O-])c1ccccc1S(=O)(=O)Oc1ccccc1/C=N/n1cnnc1	-2.6	5.3%	0.9%	4.0	13.4%	-1.8%	-3.6%	2.5%
CCOC(=O)c1[nH]c(COC(=O)CCOc2ccccc2OC)c(C(=O)OCC)c1C	9.1	3.2%	12.8%	-1.4	17.3%	5.1%	-2.8%	.
COc1ccc(NC(=O)Nc2ccccc2F)cc1Cl	-0.4	3.4%	-14.6%[0.397 µM]	3.0	1.3%	6.8%	-7.3%	-0.4%
O=C(CSc1nnnn1-c1cccc2ccccc12)Nc1ccc(C(=O)O)cc1	11.5	-4.8%	-9.7%	10.9	-10.1%	-10.4%	1.6%	-6.3%
Cc1cc(C)n2nc(CC(=O)NNC(=O)c3ccc(N(C)C)cc3)nc2n1	-3.3	-2.2%	-2.5%	-5.3	-16.5%	10.1%	9.0%	-4.6%
CCc1ccc(CN(C)CC(=O)Nc2sccc2C#N)cc1	13.7	16.1%	-6.6%	-7.6	26.6%	4.1%	17.7%	0.1%
Cc1ccc2c(COC(=O)CC3Sc4ccccc4NC3=O)cc(=O)oc2c1C (stereo unspecified)	7.3	7.7%	12.4%	8.0	5.7%	9.4%	-2.1%	1.6%
CCN(CC)C(=O)c1cncc(C(=O)N(CC)CC)c1-c1ccccc1	5.6	-4.6%	11.8%	0.8	0.5%	13.0%	-9.2%	-0.7%
Cc1ccc(N2C(=O)N(CC(=O)Nc3cc(Cl)ccc3C)C(=O)C2C)cc1 (stereo unspecified)	-5.5	-3.9%	4.0%	-10.6	7.6%	18.5%	10.8%	17.1%
Cc1ccc(Cl)cc1N(CC(=O)NCc1ccccc1)S(C)(=O)=O	1.1	-8.6%	20.5%	6.0	-7.4%	-3.8%	5.3%	0.8%
Cc1nnc(SCC(=O)NC2CCCC(C)C2C)n1N (stereo unspecified)	0.0	10.1%	-8.5%	-5.9	-0.6%	-5.9%	4.5%	-4.4%
CN(C)/C=N/C(=S)Nc1ccc(F)cc1	-20.3	30.6%[activator]	7.6%	-4.2	6.7%	10.7%	8.4%	-3.4%
Oc1cccc(NC(=S)N=Nc2c(O)[nH]c3ccc(Br)cc23)c1	-12.0	-2.9%	0.7%	6.3	25.7%	-16.0%	6.0%	-0.5%
CCN(C(=O)CSc1nccc(=O)[nH]1)C1CCCCC1	-11.0	-0.1%	6.2%	-3.3	0.7%	-0.1%	7.2%	-1.8%
C[C@H](CO)N1C[C@H](C)[C@@H](CN(C)C(=O)Nc2ccc(C(F)(F)F)cc2)Oc2ccc(NC(=O)Nc3ccccc3)cc2C1=O	0.0	-3.3%	19.6%	0.0	?	17.5%	-0.3%	-0.8%
Cc1cc(C)c(OCC(=O)OCCNC(=O)c2cccnc2)c(C)c1	-12.1	-8.4%	-2.1%	-4.9	.	-8.9%	1.6%	8.0%

Copied from the list.
CCN(CC)C(=O)c1cncc(C(=O)N(CC)CC)c1-c1ccccc1 – DRD3 agonist: 0.8
O=[N+]([O-])c1ccccc1S(=O)(=O)Oc1ccccc1/C=N/n1cnnc1 – D3 antag: -2.6

The listing continues:
SMILES	D3 antag	EPAC2 antagonist	TDP43 rescue	DRD3 agonist	FUS suppressor	Abeta yeast res	EPAC2 agonist	aSyn rescue
COC(=O)c1sc(NC(=S)NC(=O)c2ccccc2Cl)nc1C	?	2.0%	1.4%	-3.5	5.7%	17.4%	-9.8%	-13.1%
CCOc1ccc(NC(=O)C2C(c3ccccc3)C2(Cl)Cl)cc1 (stereo unspecified)	-20.8	5.8%	-25.2%[1.82 µM]	-14.1	22.6%	-7.6%	3.5%	-7.8%
COc1cc2nc(CN3CCN(S(=O)(=O)c4ccc(C)c(C)c4)CC3)[nH]c(=O)c2cc1OC	-2.2	-14.3%	-19.0%	0.4	-17.3%	-17.2%	-4.9%	0.2%
O=[N+]([O-])c1cc([N+](=O)[O-])c(Oc2cc(F)cc(F)c2)cc1NN1CCCCC1	0.0	3.9%	14.2%	-7.9	4.3%	3.1%	-10.7%	0.5%
CCCCCCn1c(=O)n2n(c1=O)[C@@H]1CN(S(=O)(=O)c3ccc(C)cc3)C[C@]1(O)[C@@H](OC(=O)Nc1c(C)noc1C)C2	0.8	-14.9%	22.7%	2.0	?	-4.7%	13.5%	-1.4%
COc1ccc(C(=O)Cn2cnc3ccccc3c2=O)cc1OC	5.1	4.8%	-49.4%[inhibitor]	-6.5	19.6%	-19.2%	2.2%	0.0%
COC(=O)c1c(NC(=O)c2ccc(S(=O)(=O)N3CCCC(C)C3)cc2)sc2c1CCN(C(C)C)C2 (stereo unspecified)	.	.	0.8%	-14.4	26.1%	-21.7%	.	20.2%
CC(=O)Nc1ccccc1OCc1nnc(-c2cccs2)o1	5.8	-0.1%	-3.1%	2.2	13.9%	-8.7%	6.2%	-3.5%
CCn1cc([N+](=O)[O-])c(C(=O)N2CCCCCC2)n1	20.8	8.2%	-4.6%	1.1	-8.6%	6.2%	0.6%	6.4%
O=C(NCC1CCCO1)C(=O)N/N=C/c1c(F)cccc1Cl (stereo unspecified)	7.8	-9.4%	-9.2%	-7.3	5.6%	5.1%	4.5%	14.8%
O=C(CN1CCCC1)N/N=C/c1c(O)ccc2ccccc12	16.8	7.1%	-11.4%	4.9	13.4%	-6.8%	3.7%	1.2%
COC(=O)c1ccc(CSc2ncn[nH]2)o1	-16.4	4.9%	0.8%	4.5	-0.3%	1.8%	-0.4%	14.3%
O=C(NCC(c1ccc2c(c1)OCO2)N1CCOCC1)c1ccccc1 (stereo unspecified)	.	.	-1.6%	2.9	7.9%	1.3%	.	.
COc1c(C(C)C)oc2cc3oc(=O)ccc3cc12	1.8	-18.7%	15.9%	2.3	-19.9%	8.5%	9.2%	0.3%
O=C(CSc1nnc(NC(=O)Nc2ccccc2)s1)Nc1cccc(F)c1	.	.	25.0%	7.2	20.1%	17.5%	.	.
